LYP phosphatase = inhibitors of LYP phosphatase, biochemical, fluorescence intensity, uHTS (AID 1779); inhibition, % at 11.5 µM, or IC50 in µM where a hit was titrated; hit rate 0.054% among 290,000; recombinant LYP phosphatase, fluorescence intensity; higher % means a stronger effect;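 also: plate controls were vehicle with enzyme for no effect and no enzyme for full effect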
TNAP activation fold = stimulation of alkaline phosphatase TNAP activity – biochemical, luminescent, no phosphate acceptor, uHTS, primary screen (AID 1001); purified TNAP, luminescent activation assay, no phosphate acceptor; higher activation fold means a stronger effect; one-dose activation fold at 20 µM; EC50 in µM for titrated hits; hit rate 0.03% among 200,000; in the data active = activation fold from about 3, or a potency from the dose series; inactive = the rest, 99 in 100 with activation fold below about 1.6; also: many of its hits are not listed in these tables
KOR beta-arrestin-1 = kappa opioid receptor activators – cell-based, luminescence, uHTS, primary screen (AID 1777); KOR beta-arrestin recruitment, luminescence; higher % means a stronger effect; activation, % at 10 µM; hits with a dose series show EC50 in µM; hit rate 0.02% among 280,000; in the data active = activation above about 50%, passing the limit was not always enough; also: a part of the inactive calls stands beside numbers as strong as those of hits
human PMI inhibition = MPI enzyme activity inhibition – biochemical, fluorescence intensity, coupled assay, primary screen (AID 1209); inhibition, % at 20 µM, or IC50 in µM where a hit was titrated; purified PMI enzyme, coupled fluorescence intensity; higher % means a stronger effect; hit rate 0.42% among 190,000;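 also: plate controls were DMSO vehicle for no effect and wells lacking substrate for full effect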
NOD1 NF-kB reporter = NOD1 signaling inhibitors, primary screen, cell-based, luminescence, uHTS (AID 1578). hit rate 1% among 290,000. inhibition, % at 4 µM; hits with a dose series show EC50 in µM. NOD1-driven NF-kB luciferase reporter cells, luminescence; higher % means a stronger effect; in the data active = inhibition mostly above about 36%, no sharp cut-off; inactive = mostly below about 34%;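 also: HEK-293T reporter cells stimulated with the NOD1 agonist gamma-tri-DAP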
XIAP antagonists = small molecules displacing peptide from XIAP – biochemical, IAP family, fluorescence polarization (AID 1018); XIAP BIR domain, fluorescence polarization peptide displacement; higher % means a stronger effect; one-dose displacement, % at 20 µM; IC50 in µM for titrated hits; hit rate 0.007% among 200,000; in the data active = displacement above about 50%; also: a part of the inactive calls stands beside numbers as strong as those of hits
human PMI inhibitors = MPI inhibition at elevated mannose 6-phosphate – biochemical, fluorescence intensity, high mannose 6-phosphate, primary screen (AID 1220); one-dose inhibition, % at 20 µM; IC50 in µM for titrated hits; hit rate 0.66% among 190,000; recombinant PMI enzyme, coupled fluorescence intensity; higher % means a stronger effect
NOD2 inhibition = inhibition of NOD2-driven NF-kB reporter – cell-based, luminescence, uHTS, HEK293 (AID 1566); HEK293 NOD2/NF-kB luciferase reporter, luminescence; higher % means a stronger effect; hit rate 0.63% among 290,000; inhibition, % at 4 µM; hits with a dose series show EC50 in µM; also: many of its hits are not listed in these tables
KOR beta-arrestin-2 = kappa opioid receptor blockers – cell-based, luminescence, uHTS (AID 1778) | one-dose inhibition, % at 10 µM; IC50 in µM for titrated hits | hit rate 0.091% among 290,000 | KOR beta-arrestin recruitment, luminescence, antagonist mode; higher % means a stronger effect; also: strong numbers were not always called active
* = called active by the depositor; / = not tested or not shown; [ ] = dose if it differs, or a comment. Rule as the data show it, unless noted: active = inhibition above about 50%; inactive = the rest. These rows are one share of the data (hit frequency here may not be typical).

Every second line gives: LYP phosphatase, TNAP activation fold, KOR beta-arrestin-1, human PMI inhibition, NOD1 NF-kB reporter, XIAP antagonists, human PMI inhibitors, NOD2 inhibition, KOR beta-arrestin-2
CCc1cc2c(N=Nc3c(O)[nH]c4ccccc34)ncnc2s1
    -3%, 1.3, 5.6%, 1%, -26%, -1.8%, -7%, 5%, -10%
CC(=NCCc1c(C)[nH]c2ccc(C)cc12)C1=C(O)CC(c2ccccc2)CC1=O (stereo not given)
    -3%, 1, 5.6%, 25%, 3%, -11%, 14%, -5%, 18%
Cc1oc(S(=O)(=O)N2CCCC2)cc1C(=O)Nc1ccccc1
    -4%, /, 4.7%, /, 2%, /, /, 11%, 10%
O=C(N/N=C/c1ccc(-c2ccccc2[N+](=O)[O-])o1)[C@H]1C[C@@H]1c1ccccc1
    -2%, 0.9, -0.3%, 45%, 35%, -4.6%, 63%*, 1%, 30%
O=C(c1ccccc1)C(C(=O)N1CCCCC1)n1ccccc1=O (stereo not given)
    0%, 1.1, /, /, -35%, -8.6%, /, 1%, -3%[20 µM]
CC1CN(c2ccc(Cl)nn2)CC(C)O1 (stereo not given)
    -7%, 1.1, 1.8%, -8%, -15%, -8.7%, -3%, -5%, -50%
CN(/C=C/C(=C\C=[N+](C)c1ccccc1)OCCCS(=O)(=O)[O-])c1ccccc1
    -10%, 0.8, 5.9%, -19%, 8%, -7.0%, -28%, -13%, -36%[20 µM]
Cc1ccc(C(=O)C2CCNCC2)cc1
    -5%, 1, 11%, 2%, 5%, -6.7%, -1%, 0%, -41%
COc1ccc(OCC(=O)NC(=S)Nc2ccc(N3CCOCC3)c(Cl)c2)cc1
    3%, 1, -3.2%, 14%, -29%, -2.8%, 8%, 3%, -28%
Cc1cccc(Nc2nc(-c3ccc(F)c(C)c3)cs2)n1
    0%, /, 0.9%, /, 8%, /, /, -79%, -38%
CCC1CCCCN1C(=O)Cn1nc([N+](=O)[O-])c(Cl)c1C (stereo not given)
    -7%, 1, 0.7%, -14%, -1%, -5.8%, -10%, -7%, -4%
CCCOc1ccc(N2C(=O)CC(N3CCC(c4nncn4CC)CC3)C2=O)cc1 (stereo not given)
    0%, 1.1, 3.9%, 10%, -10%, -3.2%, -2%, 8%, 4%
CCOc1ccc(N(CC(=O)NC2CCCCC2)C(=O)CCC(=O)Nc2ccccn2)cc1
    -11%, /, -2.9%, /, 1%, /, /, 2%, -43%
O=C1c2oc3ccccc3c(=O)c2C(c2cccs2)N1CCCN1CCOCC1 (stereo not given)
    -2%, 0.9, -1.4%, -17%, -34%, -3.7%, 16%, 14%, -46%
COc1ccc(C)cc1-n1nnnc1SCc1nc2ccccc2s1
    -7%, 1.1, -0.2%, 17%, -41%, -5.4%, 11%, -37%, 23%

Part of the list above, set out differently.
Compound,LYP phosphatase,TNAP activation fold,KOR beta-arrestin-1,human PMI inhibition,NOD1 NF-kB reporter,XIAP antagonists,human PMI inhibitors,NOD2 inhibition,KOR beta-arrestin-2
Cc1ccc(C(=O)C2CCNCC2)cc1,-5%,1,11%,2%,5%,-6.7%,-1%,0%,-41%
COc1ccc(OCC(=O)NC(=S)Nc2ccc(N3CCOCC3)c(Cl)c2)cc1,3%,1,-3.2%,14%,-29%,-2.8%,8%,3%,-28%
Cc1cccc(Nc2nc(-c3ccc(F)c(C)c3)cs2)n1,0%,/,0.9%,/,8%,/,/,-79%,-38%

Remaining list, next part:
Every second line gives: LYP phosphatase, TNAP activation fold, KOR beta-arrestin-1, human PMI inhibition, NOD1 NF-kB reporter, XIAP antagonists, human PMI inhibitors, NOD2 inhibition, KOR beta-arrestin-2
Cc1cn(C(=O)c2ccccc2)c(=S)n1-c1ccc(Cl)cc1
    7%, 1, -4.9%, 6%, -24%, -6.1%, 2%, 6%, 6%
O=C(Nc1cccc(-c2cn3cccnc3n2)c1)Nc1ccccc1F
    -4%, 1.1, -0.9%, -4%, 20%, -5.0%, 2%, 18%, -37%
Cc1onc(-c2ccccc2)c1C(=O)N=C(N)c1ccc(Cl)cc1
    0%, /, 1.0%, /, -11%, /, /, -11%, 9%
Cc1ccc(C(C)C)c(OCCCCCN2CCOCC2)c1
    -14%, /, 8.1%, /, 4%, /, /, -12%, -34%
O=C(NCCCn1ccnc1)/C(=C\c1cccnc1)NC(=O)c1ccccc1Br
    -2%, 1, -2.2%, -4%, -15%, -4.1%, 5%, -2%, 27%
COc1ccc(N=c2oc3cc(O)ccc3cc2C(=O)NCC2CCCO2)c(OC)c1 (stereo not given)
    -4%, 1, 6.0%, 17%, -28%, -6.3%, 28%, -8%, -22%
CC(C)CN(C)Cc1c(C(=O)N2CCc3ccccc3C2)nc2ccc(Cl)cn12
    -4%, 0.9, 1.0%, 1%, 12%, -5.2%, -8%, 8%, -8%
O=C(O)c1cc([N+](=O)[O-])cc2c1nnn2O
    3%, 0.7, -8.9%, -7%, -34%, -3.7%, 8%, 5%, 36%
Cc1cnn2c(C3CC3)ccnc12
    -5%, 1, -4.2%, -2%, -4%, -6.9%, -2%, 9%, 6%
Cc1nc(C(F)(F)F)c(C(=O)NC(=O)Nc2ccc(OC(F)(F)F)cc2)s1
    3%, 1, -1.9%, 16%, -8%, -4.5%, 11%, 5%, 1%
COC(=O)c1ccc(NC(=O)C23CCC(C)(C(=O)O2)C3(C)C)cc1 (stereo not given)
    -8%, 1.1, 9.9%, -5%, 6%, -3.0%, -8%, 18%, -6%
O=C(OCc1cccs1)c1ccccc1NS(=O)(=O)c1ccc2c(c1)OCCO2
    8%, 1.1, -1.0%, 16%, -15%, -2.8%, 14%, 0%, -11%
O=C(NCCn1cc(SCc2ccccc2)c2ccccc21)c1ccccc1F
    0%, 1.1, -2.9%, 7%, 36%, -3.5%, 9%, -36%, 2%
Cc1noc(NS(=O)(=O)c2ccc(NC(=O)C(CC(C)C)N3C(=O)c4ccccc4C3=O)cc2)c1C (stereo not given)
    -4%, /, 7.6%, /, -9%, /, /, 20%, 14%
O=C(O)Cc1ccc2c(c1)N(S(=O)(=O)c1cccc(C(F)(F)F)c1)CC(C(=O)O)O2 (stereo not given)
    -9%, 1.1, -0.5%, 6%, -10%, -4.7%, 2%, 22%, 6%
COc1ccc(-c2cc(C(=O)Nc3c(C)n(C)n(-c4ccccc4)c3=O)c3ccccc3n2)cc1
    -6%, /, -2.8%, /, 24%, /, /, 22%, -20%
NNC(=O)C(Cc1ccc(O)cc1)N1Cc2ccccc2C1=O (stereo not given)
    -6%, /, -5.9%, /, -16%, /, /, -8%, 4%
COc1ccc(NC(=S)N/N=C/c2cccn2Cc2ccc(F)cc2Cl)cc1
    3%, 1.1, -0.2%, 5%, 21%, -6.6%, 1%, 25%, -11%
CSc1ccccc1NC(=O)CN(c1ccccc1Br)S(C)(=O)=O
    -5%, 1.1, 4.1%, -4%, -23%, -4.2%, -4%, 0%, -6%
Cc1nn(C(C)C(=O)N2CCc3ccccc32)c(C)c1[N+](=O)[O-] (stereo not given)
    -6%, 1, 2.4%, -9%, -32%, -2.6%, 1%, 9%, 12%
COc1ccc(CCNC(C(=O)Nc2cc(C)cc(C)c2)c2ccccc2)cc1 (stereo not given)
    -3%, /, -2.9%, /, -5%, /, /, -74%, 9%
NS(=O)(=O)c1ccc(NC(=S)NC(=O)/C=C/c2cccs2)cc1
    1%, 1.1, -1.3%, -4%, -24%, -14%, -6%, 20%, 7%
CN1CCN(S(=O)(=O)c2cccc(C(=O)NCc3ccccc3Cl)c2)CC1
    -6%, 0.9, -6.2%, -1%, -36%, -8.6%, 10%, 15%, -6%
Cc1cc(OCC(=O)NC(Cc2c[nH]c3ccc(O)cc23)C(=O)O)c2c(C)c(C)c(=O)oc2c1 (stereo not given)
    -6%, /, -0.1%, /, -19%, /, /, -2%, -67%[20 µM]
CN1CCCC(OC(=O)c2ccc3c(c2)OCCO3)C1 (stereo not given)
    3%, 1, 2.8%, -3%, -34%, -6.5%, -5%, -20%, -4%
COc1ccc(OC2CCN(S(=O)(=O)c3ccccc3)CC2)cc1
    0%, /, -2.2%, /, -5%, /, /, -5%, -10%
COc1cc(NS(=O)(=O)c2ccc(NC(=O)c3ccc([N+](=O)[O-])cc3)cc2)ncn1
    -6%, /, 4.6%, /, -28%, /, /, 13%, -2%
Cc1cc(C)n(-c2nnc(C)n2/N=C/c2ccccc2O)n1
    -8%, 1.1, -2.9%, 5%, 2%, -5.3%, 5%, 12%, -25%
O=C(Nc1ccccc1)c1ccccc1OS(=O)(=O)c1ccccc1
    -4%, /, 3.1%, /, 5%, /, /, 8%, 10%
COc1ccc(/C=C2/SC(=O)N(CCNC(=O)CC(NC(C)=O)c3ccccc3)C2=O)cc1 (stereo not given)
    -7%, /, 1.2%, /, 6%, /, /, 15%, 16%
COc1ccc2nc(SCC(=O)NC3CC3)c(C#N)cc2c1
    -8%, /, 6.3%, /, 1%, /, /, -46%, -18%
O=C(CN1CCN(Cc2ccccc2)CC1)N1CCCCCC1
    -10%, 0.9, 4.8%, 61%*, -13%, -8.4%, -22%, 4%, 16%
O=C(CN(C(=O)c1ccco1)c1cccc(F)c1)NCc1ccc(F)cc1
    0%, 1.1, -0.5%, 7%, -1%, 4.0%, 5%, -1%, 13%
CCOC(=O)N1CCN(C(=O)C2CCN(S(=O)(=O)c3cc(C)ccc3OC)CC2)CC1
    -8%, 1.1, -1.3%, 2%, -27%, -7.1%, 4%, 8%, 7%
Cc1ccc(NC(=O)c2ccco2)cc1C
    -5%, 1.1, 1.9%, 8%, -67%, -3.4%, 11%, -66%, 4%
O=C(Nc1nc2ccccc2n1Cc1ccc(Cl)cc1)c1ccco1
    -3%, 1.1, 2.9%, 5%, /, -2.4%, 1%, /, 25%
CCOC(=O)c1ccc(NC(=O)Cn2cc3c(n2)CCC(C)C3)cc1 (stereo not given)
    -4%, 1.1, -3.3%, 9%, 33%, -0.8%, 8%, 20%, 20%
Cc1cc(-c2cccnc2)c(C#N)c(SCC#N)n1
    -1%, 1, 6.9%, 14%, 15%, -10%, 8%, 3%, 6%
COCc1cc(C)nc(OCC(=O)N/N=C/c2ccccc2)c1C#N
    -9%, 1.1, 1.6%, 11%, 22%, -5.8%, 17%, 17%, -18%
CCOc1cccc2cc(C(=O)NCc3ccc(C)cc3)c(=N)oc12
    -6%, /, 1.0%, /, 40%, /, /, 17%, -4%
COc1ccc(C2=CC3=C(Br)C(=O)C(C)(O)C(=O)C3=CO2)cc1 (stereo not given)
    0%, /, 0.4%, /, 3%, /, /, 14%, 25%
Cc1cccc2nc(-c3cccc(NC(=O)c4ccc(Cl)cc4)c3)cn12
    -2%, 1.1, -3.1%, -5%, -43%, -8.0%, -10%, -12%, -30%
Cc1ccnc2ccc(P(=O)(c3ccccc3)c3ccccc3)cc12
    -6%, 1.1, -6.3%, 0%, -18%, -1.6%, 1%, 12%, 18%[20 µM]
O=C(NCCCCc1ccccc1)C1CC(c2ccc([N+](=O)[O-])cc2)=NO1 (stereo not given)
    -3%, 1, -1.8%, -3%, 7%, -4.7%, 12%, -3%, 17%
CC(C)CCNC(=O)Cn1c(=O)oc2cc(S(=O)(=O)N3CCc4ccccc43)ccc21
    1%, 1.1, -0.1%, 14%, 4%, -5.7%, 18%, -10%, 9%
CC(C)N1CCCC(CNC(=O)CCc2nnc(CCCCc3ccccc3)o2)C1 (stereo not given)
    -3%, 1.1, -2.9%, 2%, -33%, -3.1%, -4%, 7%, -4%[20 µM]
c1ccc(Cc2cc(-c3ccccc3)on2)cc1
    -4%, 1.1, 0.1%, 9%, -18%, -3.5%, 5%, -18%, -15%
